Screens as filed in PubChem BioAssay.
OX1R antag-1: blocks the human orexin 1 receptor. O43613. OX1R-expressing cells, FRET antagonist read-out. inhibition, % at 6.6 µM. actives 1.8% (n = 330,000). AID 485270; in the data active = inhibition mostly above about 38%, no sharp cut-off; inactive = mostly below about 40%;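 note: 0% = agonist challenge alone and 100% = reference antagonist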
Target sequence (O43613 whole entry, looked up): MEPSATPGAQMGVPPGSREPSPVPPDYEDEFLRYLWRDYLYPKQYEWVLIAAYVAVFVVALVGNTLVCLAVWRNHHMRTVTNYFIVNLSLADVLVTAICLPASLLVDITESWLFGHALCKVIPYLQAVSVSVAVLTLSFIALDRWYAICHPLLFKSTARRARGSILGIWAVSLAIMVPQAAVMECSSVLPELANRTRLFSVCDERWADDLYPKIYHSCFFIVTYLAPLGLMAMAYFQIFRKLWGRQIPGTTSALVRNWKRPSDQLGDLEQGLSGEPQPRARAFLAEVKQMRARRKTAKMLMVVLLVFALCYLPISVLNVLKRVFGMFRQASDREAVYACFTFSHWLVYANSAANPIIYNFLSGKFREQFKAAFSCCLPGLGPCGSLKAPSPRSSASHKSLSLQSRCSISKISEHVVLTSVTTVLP
OX1R antag-2: blocks the human orexin 1 receptor; inhibition, % at 5 µM; CHO/OX1R cells, Fluo-8 calcium fluorescence, orexin A; AID 434989; actives 0.43% (n = 330,000);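 active = inhibition above its plate's threshold, mean inhibition of all tested compounds on the plate plus 3 SD, cut at about 37% in these data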;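 note: 0% = orexin A challenge wells and 100% = SB-334867-A antagonist wells; not every result past the cut was called active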
* = called active by the depositor.

Results for Cc1ccc(Oc2ccc(/C=N/O)cn2)cc1 ?
OX1R antag-1: 27.5; OX1R antag-2: -1.1

Results for CCOCCn1ccc2c(OCC(=O)Nc3ccccc3OC)cccc2c1=O ?
OX1R antag-1: 13.7; OX1R antag-2: -23.0

What do the screens show for `Cc1ccc(-c2nnc(N3CCC(C)CC3)c3ccccc23)cc1`?
OX1R antag-1: 34.2; OX1R antag-2: -17.4

What do the screens show for `CNC(=O)COC(=O)C1CCN(S(=O)(=O)c2ccc3c(c2)OCCO3)CC1`?
OX1R antag-1: -4.4; OX1R antag-2: 8.2

What do the screens show for `O=C(CCN1C(=O)C2CC=CCC2C1=O)Nc1nc(-c2ccc(F)c(F)c2)cs1` (centres undefined)?
OX1R antag-1: 4.0; OX1R antag-2: 21.9

Results for O=C(CN1CCOCC1)Nc1nc(-c2ccccc2Cl)cs1 ?
OX1R antag-1: 6.0; OX1R antag-2: -9.5

How did NC12CC3CC(C1)CC(CO)(C3)O2 do in these assays?
OX1R antag-1: 14.2; OX1R antag-2: -8.7

What do the screens show for `CCN1CCN(CCCNC(=O)Cn2nc(C)n3nc(-c4ccccc4)cc3c2=O)CC1`?
OX1R antag-1: 5.8; OX1R antag-2: 5.4

How did CN1N=C(C(=O)N2CCc3c([nH]c4ccccc34)C2c2c(F)cccc2Cl)CCC1=O (centres undefined) do in these assays?
OX1R antag-1: 5.5; OX1R antag-2: -4.5

Results for CCCOc1ccc(C2CC(=O)NC2=O)cc1 (centres undefined) ?
OX1R antag-1: 14.8; OX1R antag-2: -1.8

Seven compounds drawn at random from the list so far:
How did CN1N=C(C(=O)N2CCc3c([nH]c4ccccc34)C2c2c(F)cccc2Cl)CCC1=O (centres undefined) do in these assays?
OX1R antag-1: 5.5; OX1R antag-2: -4.5

How did NC12CC3CC(C1)CC(CO)(C3)O2 do in these assays?
OX1R antag-1: 14.2; OX1R antag-2: -8.7

What do the screens show for `CCN1CCN(CCCNC(=O)Cn2nc(C)n3nc(-c4ccccc4)cc3c2=O)CC1`?
OX1R antag-1: 5.8; OX1R antag-2: 5.4

Results for O=C(CN1CCOCC1)Nc1nc(-c2ccccc2Cl)cs1 ?
OX1R antag-1: 6.0; OX1R antag-2: -9.5

What do the screens show for `Cc1ccc(-c2nnc(N3CCC(C)CC3)c3ccccc23)cc1`?
OX1R antag-1: 34.2; OX1R antag-2: -17.4

Results for Cc1ccc(Oc2ccc(/C=N/O)cn2)cc1 ?
OX1R antag-1: 27.5; OX1R antag-2: -1.1

What do the screens show for `CNC(=O)COC(=O)C1CCN(S(=O)(=O)c2ccc3c(c2)OCCO3)CC1`?
OX1R antag-1: -4.4; OX1R antag-2: 8.2

Next part:
Results for CCOC(=O)N1CCN(Cc2nc(C3CC3)no2)CC1 ?
OX1R antag-1: 4.8; OX1R antag-2: 12.2

What do the screens show for `CC1Oc2ccccc2N(Cc2cccnc2)C1=O` (centres undefined)?
OX1R antag-1: -3.4; OX1R antag-2: -17.6

Results for COc1cccc(C(=O)OCc2cc(=O)oc3c(C)c(C)ccc23)c1OC ?
OX1R antag-1: 39.0; OX1R antag-2: -15.2

How did CN(CC(=O)Nc1cccc(F)c1)C(=O)CCN1C(=O)C2CC=CCC2C1=O (centres undefined) do in these assays?
OX1R antag-1: 3.9; OX1R antag-2: -5.8

How did O=C(NCc1ccc(F)cc1)C(=O)NCC1OCCN1S(=O)(=O)c1ccc2c(c1)OCCO2 (centres undefined) do in these assays?
OX1R antag-1: 2.5; OX1R antag-2: -16.4

How did O=C(c1cccn2c(=O)c3cc(Cl)ccc3nc12)N1CCN(Cc2ccc3c(c2)OCO3)CC1 do in these assays?
OX1R antag-1: 11.0; OX1R antag-2: -22.7

How did COc1cc(OC)cc(C(C)=O)c1 do in these assays?
OX1R antag-1: 1.8; OX1R antag-2: -12.5

How did COC(=O)N/N=C/c1cccs1 do in these assays?
OX1R antag-1: 5.2; OX1R antag-2: -2.8

Results for CC1(C)CN=c2s/c(=C\c3ccc(Cl)cc3)c(=O)n2C1 ?
OX1R antag-1: 32.1; OX1R antag-2: -19.5

What do the screens show for `Cc1nc(N2CCN(C(=O)COc3ccccc3)CC2)c2c(C)c(C)sc2n1`?
OX1R antag-1: 6.6; OX1R antag-2: -33.5

Results for CCCOC(=O)c1cc(-c2ccc(C=O)o2)ccc1Cl ?
OX1R antag-1: 3.7; OX1R antag-2: -14.3

Results for O=C(NC(CSCc1ccccc1)C(=O)N/N=C/c1ccc(O)cc1O)c1ccc([N+](=O)[O-])cc1 (centres undefined) ?
OX1R antag-1: 2.6; OX1R antag-2: -6.2

How did CCN(CC)C(=O)CN1CCN(c2ncccn2)CC1 do in these assays?
OX1R antag-1: 22.2; OX1R antag-2: -8.3

How did NC(=O)C1CCN(c2oc(-c3ccccc3)nc2S(=O)(=O)c2ccc(Br)cc2)CC1 do in these assays?
OX1R antag-1: 9.7; OX1R antag-2: 10.4

What do the screens show for `C=C1CCN(C(C)C(=O)OC)S(=O)(=O)c2ccccc21` (centres undefined)?
OX1R antag-1: 16.5; OX1R antag-2: -9.9

How did CCCCNC(=O)CSc1nc2ccccc2c(=O)n1Cc1ccc2c(c1)OCO2 do in these assays?
OX1R antag-1: 12.4; OX1R antag-2: -18.3

How did Cc1c2n(c3ccccc13)CC/C2=N\O do in these assays?
OX1R antag-1: 11.2; OX1R antag-2: -33.5

How did O=C(NCC(c1cccs1)N1CCOCC1)c1cc(S(=O)(=O)N2CCOCC2)c(Cl)cc1Cl (centres undefined) do in these assays?
OX1R antag-1: 21.7; OX1R antag-2: -15.4

How did O=C(NCC1CCCO1)c1nnc(Cc2ccc(F)cc2)o1 (centres undefined) do in these assays?
OX1R antag-1: 13.5; OX1R antag-2: -6.3

What do the screens show for `O=C(Nc1c2c(nn1-c1ccc(F)cc1)CS(=O)C2)c1ccc(Br)o1` (centres undefined)?
OX1R antag-1: -1.9; OX1R antag-2: 8.7

Results for COc1ccc(NC(=S)NC23CN4CN(CN(C4)C2)C3)cc1 ?
OX1R antag-1: 15.5; OX1R antag-2: 4.3

Results for CCOc1ccc(-c2nnn(CC(=O)c3ccc4c(c3)OCCO4)n2)cc1 ?
OX1R antag-1: 10.3; OX1R antag-2: -5.0

How did CCC(=O)C1CCCN(C(=O)c2ccc(OC3CCN(C(=O)c4cccnc4)CC3)cc2)C1 (centres undefined) do in these assays?
OX1R antag-1: 7.8; OX1R antag-2: -5.9

Results for COc1ccc(N2CCN(C(=O)CNC(=O)c3ccc4ccccc4c3)CC2)cc1 ?
OX1R antag-1: 4.8; OX1R antag-2: 1.2

How did COc1ccc(N2CCN(C(=O)CCNS(=O)(=O)c3ccc4c(c3)CCC(=O)N4)CC2)cc1 do in these assays?
OX1R antag-1: 9.3; OX1R antag-2: -9.1

Results for CC1CCc2sc(C(=O)NNC(=O)c3ccncc3)cc2C1 (centres undefined) ?
OX1R antag-1: 2.8; OX1R antag-2: -7.9

What do the screens show for `O=C(COC(=O)COc1ccc(Cl)cc1Br)NCc1cccs1`?
OX1R antag-1: 18.7; OX1R antag-2: -27.7

How did O=C(C[n+]1cc(-c2ccc(F)cc2)n2c1CCC2)N1c2ccccc2Sc2ccccc21 do in these assays?
OX1R antag-1: 11.9; OX1R antag-2: -26.4

Results for CCN(CC)S(=O)(=O)c1cccc(-c2nnc(SC(C)C(N)=O)n2CCc2ccccc2)c1 (centres undefined) ?
OX1R antag-1: 5.8; OX1R antag-2: -20.5

What do the screens show for `CCc1c(C)nc2ncnn2c1Nc1ccc(C(C)=O)cc1`?
OX1R antag-1: 9.9; OX1R antag-2: 4.0

Results for O=C1c2ccccc2CCc2ccc(Br)cc21 ?
OX1R antag-1: 10.2; OX1R antag-2: -0.9

Results for CCOC(=O)C1CCN(C(=O)C2CC(=O)N(c3ccc(C)cc3)C2)CC1 (centres undefined) ?
OX1R antag-1: 6.5; OX1R antag-2: -34.1

How did O=C(NCc1cccs1)c1nc2c(nnn2Cc2ccc(F)cc2)c(=O)[nH]1 do in these assays?
OX1R antag-1: 9.6; OX1R antag-2: -11.4

Results for Cn1nc(C(C)(C)C)c([N+](=O)[O-])c1C(=O)NC(C)(C)C ?
OX1R antag-1: 11.8; OX1R antag-2: 3.1

Results for Cc1c(C(N)=O)sc2nc(-c3ccccc3)cn12 ?
OX1R antag-1: 13.5; OX1R antag-2: -7.7

How did O=S(=O)(Nc1ccncc1)c1cc(Cl)c(Cl)cc1Cl do in these assays?
OX1R antag-1: 3.3; OX1R antag-2: -1.1

Results for CCCCOc1ccc(CSC2=NCCN2)cc1[N+](=O)[O-] ?
OX1R antag-1: 19.0; OX1R antag-2: -14.5

Results for CCc1ccc(CN2CCN(C(=O)c3ccco3)CC2)cc1 ?
OX1R antag-1: 8.0; OX1R antag-2: 0.7

Results for O=C(c1ccccc1Br)N1CCN(c2ccccn2)CC1 ?
OX1R antag-1: -0.3; OX1R antag-2: -10.4

What do the screens show for `CC(=O)ONC(=Nc1ccccc1)c1nonc1N`?
OX1R antag-1: 19.8; OX1R antag-2: -2.4

What do the screens show for `CCN(Cc1cnn(C)c1)Cc1nc(C2(c3ccc(C)cc3)CCCC2)no1`?
OX1R antag-1: 3.3; OX1R antag-2: -33.2

Results for COc1ccc(/C=N/NC(=S)Nc2cc(S(=O)(=O)N3CCOCC3)ccc2N2CCOCC2)cc1O ?
OX1R antag-1: -7.4; OX1R antag-2: -7.4

What do the screens show for `Cc1noc(C)c1COc1cccc(C(=O)OCC(=O)N2CC(=O)Nc3ccccc32)c1`?
OX1R antag-1: 12.1; OX1R antag-2: -25.1

What do the screens show for `CCc1cc2c(Sc3nc4ccccc4s3)ncnc2s1`?
OX1R antag-1: 30.3; OX1R antag-2: -28.6

Results for COc1cc(CN2CCNC(=O)C2CC(=O)NC2CCCCC2)cc(OC)c1 (centres undefined) ?
OX1R antag-1: 3.0; OX1R antag-2: -13.6

How did CCNC(=O)OCC12CC3CC(CC(C3)C1)C2 do in these assays?
OX1R antag-1: 5.0; OX1R antag-2: 6.6

Results for C/C(=N\NC(=O)Cn1nc(C)c([N+](=O)[O-])c1C)c1ccc(O)cc1 ?
OX1R antag-1: 11.7; OX1R antag-2: -14.9

What do the screens show for `O=C(CN1C(=O)COc2ccc(S(=O)(=O)N3CCCCCC3)cc21)NCc1ccc(F)cc1`?
OX1R antag-1: 15.5; OX1R antag-2: -9.3

Results for COCCN(C(=O)c1ccc(COc2ccccc2)o1)c1c(N)n(CC(C)C)c(=O)[nH]c1=O ?
OX1R antag-1: 3.8; OX1R antag-2: -9.7

Results for COc1ccc(CN(C)C(=O)c2ccncc2)c(OC)c1 ?
OX1R antag-1: 7.7; OX1R antag-2: 14.7

How did Cc1ccc(NC(=O)c2cc(S(=O)(=O)NCCC3=CCCCC3)ccc2F)cc1 do in these assays?
OX1R antag-1: 15.2; OX1R antag-2: -19.5

What do the screens show for `Cc1cc(C(F)F)n2nc(C(=O)Nc3ccc(S(=O)(=O)NC45CC6CC(CC(C6)C4)C5)cc3)nc2n1`?
OX1R antag-1: 14.5; OX1R antag-2: -14.2

Results for COc1ccc(NC(=O)COc2ccc(N(C)S(=O)(=O)c3ccc(Cl)cc3)cc2)cc1 ?
OX1R antag-1: 7.7; OX1R antag-2: 7.1

How did Cc1ccc(C[n+]2ccccc2)cc1 do in these assays?
OX1R antag-1: 18.3; OX1R antag-2: -3.2

How did COC(=O)N/N=C/c1cc(Br)ccc1O do in these assays?
OX1R antag-1: 13.8; OX1R antag-2: -5.5

What do the screens show for `C[C@@H]1O[C@@H](OC[C@H]2O[C@@H](Oc3c(-c4ccc(O)cc4)oc4cc(O)cc(O)c4c3=O)[C@H](O)[C@@H](O)[C@@H]2O)[C@H](O)[C@H](O)[C@H]1O`?
OX1R antag-1: 18.0; OX1R antag-2: -10.9

Results for COc1ccc(-c2nnc(SCCOc3cccc(C)c3)n2N)cc1 ?
OX1R antag-1: 8.0; OX1R antag-2: -19.5

Results for CC(C)C(=O)Nc1cc(S(=O)(=O)Nc2ccc(Cl)cc2)ccc1Cl ?
OX1R antag-1: 13.6; OX1R antag-2: -23.4

What do the screens show for `CCN1CCN(c2ccc(NC(=O)c3cccc(N4CCCC4=O)c3)cc2)CC1`?
OX1R antag-1: 4.8; OX1R antag-2: -13.3

How did CC1=C(C#N)C(c2ccccc2O)C(C#N)=C(C)N1 do in these assays?
OX1R antag-1: 12.1; OX1R antag-2: 1.9

Next part, overlapping the part above by 4 compounds.
Results for COc1ccc(-c2nnc(SCCOc3cccc(C)c3)n2N)cc1 ?
OX1R antag-1: 8.0; OX1R antag-2: -19.5

Results for CC(C)C(=O)Nc1cc(S(=O)(=O)Nc2ccc(Cl)cc2)ccc1Cl ?
OX1R antag-1: 13.6; OX1R antag-2: -23.4

What do the screens show for `CCN1CCN(c2ccc(NC(=O)c3cccc(N4CCCC4=O)c3)cc2)CC1`?
OX1R antag-1: 4.8; OX1R antag-2: -13.3

How did CC1=C(C#N)C(c2ccccc2O)C(C#N)=C(C)N1 do in these assays?
OX1R antag-1: 12.1; OX1R antag-2: 1.9

What do the screens show for `CCCCCSc1nnc(-c2ccccc2N)c(=O)[nH]1`?
OX1R antag-1: 7.4; OX1R antag-2: -8.0

Results for O=C(Nc1ccc(N2CCOCC2)cc1)c1cc2c(s1)CCCCC2 ?
OX1R antag-1: 10.7; OX1R antag-2: -22.2

How did CC1C(=O)C(C)C(c2ccc(Cl)cc2)NC1c1ccc(Cl)cc1 (centres undefined) do in these assays?
OX1R antag-1: 22.8; OX1R antag-2: -15.2

What do the screens show for `COc1cccc(COC(=O)c2cc(S(=O)(=O)N3CCCCC3)ccc2N2CCOCC2)c1OC`?
OX1R antag-1: 1.2; OX1R antag-2: -10.0

What do the screens show for `C[C@@H](C(=O)Nc1ccc2ccccc2c1)[C@@H]1C[C@@]1(C)[C@@H](NC(=O)OCc1ccccc1)c1ccccc1`?
OX1R antag-1: 15.3; OX1R antag-2: -22.9

What do the screens show for `COc1ccc(C2C=C(C)Nc3nc4ccccc4n32)cc1` (centres undefined)?
OX1R antag-1: 8.4; OX1R antag-2: -29.1
